hgDAF12 agonist – activates the H. glycines DAF-12 receptor ligand-binding domain. AID 687014. hit rate 1.8% among 370,000. activation, % at 6.8 µM. HEK293 GAL4-hgDAF12 UAS-luciferase reporter, agonist luminescence; normalized to butyrate control;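 active means activation above a cutoff set at the mean of all screened compounds plus 3 SD, cut at about 10% in these data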;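 further: 0% = DMSO wells and 100% = sodium butyrate wells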
SMARCA2 activ – increases SMARCA2 function in MMTV reporter cells; activation, % at 9.1 µM; hit rate 1% among 370,000; MG213 cells, MMTV-luciferase reporter, dexamethasone, overnight; in the data active means activation above about 7.8%;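 further: 0% = vehicle wells and 100% = reference activator wells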
hcDAF-12 act – activates DAF-12 receptor from parasite H. contortus | HEK293 hcDAF-12 lit1-tk-luc reporter, luminescence; 0% DMSO, 100% Δ7-dafachronic acid | hit rate 1.4% among 370,000 | activation, % at 6.8 µM;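 active means activation above the mean of all tested compounds plus 3 SD, cut at about 5.5% in these data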;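 further: 100% = response to 3 µM Δ7-dafachronic acid high control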
NR1D1 modulator – modulators of human Rev-erb alpha DNA binding. hit rate 0.79% among 370,000. P20393. activity, % at 10 µM. AID 1259318. Rev-erbα–FITC-DNA binding, fluorescence polarization, 90 min;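 active means activity above about 14%, limit read from the data; passing the limit was not always enough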;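 further: 0% = DMSO wells with 35 nM protein and 100% = DMSO wells with 750 nM protein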
MBD2 inh – blocks human MBD2 binding to methylated DNA; Q9UBB5; TR-FRET, MBD2 binding to methylated oligonucleotide; inhibition, % at 4.4 µM; hit rate 0.31% among 370,000; AID 686964; in the data active means inhibition above about 13%
PLCg1 inh – PLC-gamma1 (human) inhibition, primary screen | hit rate 0.84% among 370,000 | purified PLC-gamma1, fluorogenic substrate, fluorescence | P19174 | inhibition, % at 12.2 µM; in the data active means inhibition above about 9.5%
DAX1 inh-1 – inhibitors of human orphan nuclear receptor DAX1 (NR0B1); P51843; HEK293 Gal4-DAX1 luciferase reporter, luminescence; inhibition, % at 6.75 µM; hit rate 0.99% among 340,000; AID 504766;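 active means inhibition above the mean over all tested compounds plus 3 SD, cut at about 4.2% in these data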;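 further: 0% = DAX1-transfected cells with DMSO and 100% = empty-vector control cells with DMSO; inhibition shows as a rise in luminescence from relieved DAX1 repression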
ADAM17 inh – ADAM17 inhibition, QFRET primary screen. hit rate 0.83% among 370,000. inhibition, % at 6.95 µM. recombinant ADAM17, EDANS/DABCYL FRET peptide cleavage;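 active means inhibition above the mean of compounds lying between control limits plus 3 SD, set per campaign, cut at about 8.5% in these data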;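 further: 0% = DMSO-only wells as the low control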
PLCb3 inh – inhibitors of human phospholipase C beta3 | Q01970 | hit rate 0.18% among 370,000 | AID 720704 | inhibition, % at 12.2 µM | Purified PLC-beta3, fluorogenic substrate, fluorescence; in the data active means inhibition above about 11%;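 further: 0% = median of compound wells on plate and 100% = full blocker control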
Target sequence (Q01970 whole entry, looked up): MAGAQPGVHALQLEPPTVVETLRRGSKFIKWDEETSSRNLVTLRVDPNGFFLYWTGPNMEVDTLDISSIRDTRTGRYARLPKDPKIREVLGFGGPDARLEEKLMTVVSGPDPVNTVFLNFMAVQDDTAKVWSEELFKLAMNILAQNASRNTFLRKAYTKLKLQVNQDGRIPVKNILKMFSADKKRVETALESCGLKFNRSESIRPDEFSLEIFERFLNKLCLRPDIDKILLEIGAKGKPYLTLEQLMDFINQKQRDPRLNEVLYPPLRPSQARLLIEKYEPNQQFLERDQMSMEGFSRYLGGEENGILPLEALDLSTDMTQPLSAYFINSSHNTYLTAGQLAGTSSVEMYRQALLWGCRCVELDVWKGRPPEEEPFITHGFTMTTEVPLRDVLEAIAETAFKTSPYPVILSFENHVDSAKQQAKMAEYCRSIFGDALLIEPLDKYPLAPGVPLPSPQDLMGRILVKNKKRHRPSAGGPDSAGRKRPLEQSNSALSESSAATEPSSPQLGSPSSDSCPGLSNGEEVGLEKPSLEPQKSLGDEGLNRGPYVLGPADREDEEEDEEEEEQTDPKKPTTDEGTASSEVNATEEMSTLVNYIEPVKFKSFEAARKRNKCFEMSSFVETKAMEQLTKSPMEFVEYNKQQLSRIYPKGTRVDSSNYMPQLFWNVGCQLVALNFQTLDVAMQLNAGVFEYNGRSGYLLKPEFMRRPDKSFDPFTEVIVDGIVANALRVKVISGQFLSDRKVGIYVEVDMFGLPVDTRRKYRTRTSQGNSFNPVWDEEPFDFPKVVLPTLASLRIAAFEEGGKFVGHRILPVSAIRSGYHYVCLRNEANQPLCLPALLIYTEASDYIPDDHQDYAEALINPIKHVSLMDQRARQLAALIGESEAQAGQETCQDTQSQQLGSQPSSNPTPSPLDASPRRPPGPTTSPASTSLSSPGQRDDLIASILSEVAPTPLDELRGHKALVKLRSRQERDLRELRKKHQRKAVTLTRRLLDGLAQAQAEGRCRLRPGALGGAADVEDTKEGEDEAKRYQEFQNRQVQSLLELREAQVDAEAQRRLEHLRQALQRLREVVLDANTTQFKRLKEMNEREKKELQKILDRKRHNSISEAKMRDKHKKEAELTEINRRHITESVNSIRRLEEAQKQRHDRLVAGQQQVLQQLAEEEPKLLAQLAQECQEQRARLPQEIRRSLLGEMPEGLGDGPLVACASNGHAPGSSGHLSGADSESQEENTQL
DAX1 inh-2 – inhibitors of DAX1 repression of SF-1 activated StAR promoter; hit rate 1.1% among 370,000; inhibition, % at 6.8 µM; AID 652010; HEK293T StAR-luciferase reporter, SF-1/DAX-1 repression relief;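 active means inhibition above the mean over all tested compounds plus 3 SD, cut at about 3.6% in these data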;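 further: 0% = DAX-1 cells with DMSO and 100% = cells lacking DAX-1 with DMSO; higher inhibition means more luminescence from relief of DAX-1 repression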
ssDAF-12 act – activates DAF-12 receptor from parasite S. stercoralis. hit rate 1% among 370,000. activation, % at 6.8 µM. HEK293 ssDAF-12/GRIP1 lit1-tk-luc reporter, luminescence; % of 3 µM dafachronic acid response;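 active means activation above the mean over all tested compounds plus 3 SD, cut at about 0.9% in these data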;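 further: 0% = DMSO-only wells and 100% = 3 µM delta7-dafachronic acid wells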
Starred values were filed as active, the others as inactive; i = inactive; x = not tested or not shown. Random draw from the library; overall some 7.4% were active at least once.

Value order – hgDAF12 agonist	SMARCA2 activ	hcDAF-12 act	NR1D1 modulator	MBD2 inh	PLCg1 inh	DAX1 inh-1	ADAM17 inh	PLCb3 inh	DAX1 inh-2	ssDAF-12 act
- O=C(NCCCN1CCOCC1)C(=O)NCc1ccco1
    0.0	1	0.9	-2	2	2	-0.3	-1	-6	0.3	-1.5
- Cc1cc([N+](=O)[O-])nn1CC(=O)NCc1nc2ccccc2[nH]1
    -1.8	-2	-1.3	-3	-5	0	0.3	1	2	0.2	-2.0
- Cc1cccc(-c2cnn(-c3ccccc3)c2N)c1
    6.0	1	3.5	6	4	-2	2.2	-3	-5	0.7	-0.8
- CC1Cc2ccccc2N1C(=O)CCNS(=O)(=O)c1cccc2nsnc12 (centres undefined)
    -1.4	1	-1.7	-3	2	2	0.9	-1	4	-0.1	-1.4
- C[N+](C)(C)CC(=O)N1CCN(c2ccc3ccccc3n2)CC1
    -1.2	-3	0.2	4	-1	-13	-0.2	-62	-24	0.6	-1.0
- COc1ccc(NCC(O)COc2ccc(C(C)(C)C)cc2)cc1 (centres undefined)
    -2.8	-2	-1.9	-6	1	-3	-0.2	4	-1	1.1	-1.6
- COc1ccc(CN2[C@@H](CC(=O)O)c3cc(F)ccc3S2(=O)=O)cc1
    -1.8	-1	-1.1	2	2	2	0.1	-1	3	-0.1	-0.8
- COC(=O)[C@H](Cc1c[nH]c2ccccc12)NC(=O)Cc1c[nH]c2ccccc12
    1.5	0	1.2	0	-2	0	1.3	-2	-6	-0.4	-0.8
- O=C(Cc1c(F)cccc1Cl)NCCCn1ccnc1
    0.2	-1	0.1	-1	2	1	1.1	-4	-3	0.7	-1.4
- COCCNC(=O)c1c[nH]c2ccc(S(=O)(=O)N3CCOCC3)cc2c1=O
    0.3	4	-1.4	3	-2	0	0.7	-35	-1	0.8	-0.9
- CCOc1ccc(N=C2NC(=O)S/C2=C\c2ccc(O)cc2)cc1
    -0.1	0	-2.0	-2	-2	-9	-2.3	-2	-18	-0.6	-1.2
- O=C(Nc1nc2ncccn2c1-c1ccc(F)c(F)c1)c1ccc(F)cc1
    -1.6	-4	-0.7	-2	-3	-218	x	-81	-273	-1.3	-1.1
- O=C1CC(N2CCN(C3CCc4ccccc4C3)CC2)C(=O)N1c1ccccc1 (centres undefined)
    -0.4	0	-0.1	-5	0	0	-0.3	-5	-1	-0.1	-1.1
- CC1CN(C)C(C)CC1OC(=O)C(c1ccccc1)c1ccccc1 (centres undefined)
    0.8	0	0.3	-1	-2	7	x	-4	0	-0.2	-1.2
- Cn1c(=O)[nH]c2c(cnn2C)c1=O
    3.0	-2	0.4	3	1	1	-0.1	-4	1	-0.3	-1.1
- CCCCCC1CCC(C(=O)NNC(=S)NCC)CC1 (centres undefined)
    2.8	-4	0.9	0	1	-2	1.8	-1	0	0.1	-1.0
- CCN1CCN(C(=S)c2ccc(Br)cc2)CC1
    0.3	-2	1.1	0	4	1	0.3	-4	5	0.8	-0.8
- Cn1cc([N+](=O)[O-])c(C(=O)NC2CCCC2)n1
    -0.8	3	0.2	0	-1	0	0.0	-1	-2	1.0	0.0
- CC(=O)Nc1cccc(-n2nnc(SCC(=O)Nc3ccccc3)n2)c1
    -1.3	-3	0.0	1	4	4	-2.0	7	-4	0.4	-1.3
- C=CCNC(=O)/C(=C\c1ccc2c(c1)OCO2)NC(=O)c1ccc(Br)cc1
    -0.7	-3	-0.1	10	-1	-2	-1.5	0	-6	0.3	-1.8
- O=C(NCCN1CCC(Cc2ccccc2)CC1)C1CCCN(S(=O)(=O)c2cnc[nH]2)C1 (centres undefined)
    0.2	0	-0.2	-10	5	0	1.3	0	0	0.2	-0.8
- CC(C)CCOc1ncnc2c1sc1nc3c(cc12)CSC(C)(C)C3
    1.8	-2	-1.4	19	3	-1	0.2	0	-3	-0.7	-0.9
- CC1CCN(C(=O)Nc2ccc3nsnc3c2)CC1
    5.2	2	5.0	2	-5	-381	1.9	-57	i	1.3	0.6
- COc1ccccc1NC(=O)N(Cc1ccco1)Cc1cc2c(C)ccc(C)c2[nH]c1=O
    2.1	0	-1.1	0	0	2	0.0	-9	3	0.1	-0.9
- CCc1ccc(/C=C2/SC(=S)N(CCC(=O)Nc3ccc(C(=O)O)cc3)C2=O)cc1
    -0.1	-2	-0.5	-4	1	-3	3.8	-1	-6	-0.7	-0.7
- COCCN(CC(=O)NCc1ccc(F)cc1)C(=O)CCC(=O)Nc1nccs1
    0.2	-2	-0.3	-2	-6	-1	0.7	-5	-2	-0.3	-0.9
- CCOC(=O)c1cc2c(ccc3nc(C)c(C)c32)[nH]c1C
    2.2	4	-1.4	-1	-3	i	-1.2	-141	i	-0.4	-1.6
- Cc1ccc(C(=O)Nc2ccc(S(=O)(=O)N3CCN(C)CC3)cc2)cc1
    1.1	-2	0.5	-5	-6	1	0.3	-2	1	0.7	-0.9
- Cc1ccc(C)c(NC(=O)CSc2nc3ccccc3nc2N2CCOCC2)c1
    0.0	7	-0.4	32*	0	1	0.3	-3	2	0.8	0.1
- Cc1cc(C(C)(C)C)cc(C)c1COC(=O)C1CCC(=O)N1 (centres undefined)
    1.0	0	0.9	8	-3	5	-0.7	2	2	-0.6	-1.8
- Cc1cc([N+](=O)[O-])c(C)cc1-c1ccc(/C=N/n2cnnc2)o1
    3.2	1	-1.3	-4	-5	1	-0.3	-2	-4	-1.0	-1.0
- CCc1nc2ccccc2c(C(=O)Nc2ccc(C)cc2)c1C
    -0.4	-2	-0.4	-3	-2	-2	0.1	1	-2	0.0	-0.8
- CC1=CCC(C(=O)O)C(C(=O)Nc2nc3ccc(S(C)(=O)=O)cc3s2)C1 (centres undefined)
    0.7	-4	-0.9	0	4	-2	4.2	-5	0	-0.8	-1.8
- CN(C(=O)COc1ccc(Cl)cc1Cl)c1nnc(C23CC4CC(CC(C4)C2)C3)s1
    1.7	2	-1.1	-3	-1	3	1.2	-5	4	0.6	-1.1
- O=C(O)C1CCN(C(=O)c2ccccc2N2C(=O)[C@@H]3Cc4c([nH]c5ccccc45)C(c4cccc(Cl)c4)N3C2=O)CC1 (some centres undefined)
    2.5	2	5.6*	-1	0	-49	2.3	-24	-65	-0.7	1.0*
- O=C1C(Oc2ccc(Cl)cc2)C(c2ccc3c(c2)OCO3)N1CC1CCCO1 (centres undefined)
    -1.8	-1	-3.3	-6	0	4	-2.4	7	10	-1.2	-1.7
- Nc1nc(-c2ccco2)nc(N2CCCCC2)n1
    2.2	0	-0.3	4	3	5	0.6	-1	-1	0.1	-1.2
- COc1cccc(OC)c1C(=O)N1CCNCC1
    -1.6	2	-1.8	-1	6	1	1.2	-2	1	0.1	-0.4
- COC(=O)c1cccc(OC[C@@H](O)CN2CCC(C(O)(c3ccccc3)c3ccccc3)CC2)c1
    -2.4	0	-2.6	2	2	11*	x	7	9	-0.8	-0.8
- COC(=O)[C@]12C[C@H](CC(=O)NCCCN3CCCC3=O)C(=O)N(CCc3ccc(OC)c(OC)c3)C1=C[C@H](C1CCCC1)O[C@@H]2C
    -1.3	4	-1.8	10	2	-1	x	0	2	0.3	-1.6
- Cn1ccnc1SCC(=O)Nc1nc2c(F)c(F)c(F)cc2s1
    0.2	4	-0.1	1	-2	2	-0.2	1	2	0.0	-1.3
- NS(=O)(=O)c1ccc(NC(=S)NC(=O)C2CCCCC2)cc1
    2.6	-2	-1.7	-4	-5	11*	2.6	8	8	0.3	-1.0
- Cc1cc(C)c(C)c(S(=O)(=O)N2CCC(C(=O)N3CCN(c4ccc(F)cc4)CC3)CC2)c1C
    -0.7	-2	1.3	9	-3	2	0.9	3	-6	-1.1	-0.9
- CCOP(=O)(OCC)c1nc(-c2ccc(OC)cc2)oc1N1CCOCC1
    1.4	2	0.0	2	2	-21	-0.6	-163	-44	-0.4	-1.4
- COC(=O)c1ccc(CN2CCCC(C(=O)Nc3cccc(-n4cnnn4)c3)C2)cc1 (centres undefined)
    -5.4	-1	-2.2	1	3	-1	-1.2	-3	-7	-4.5	-1.1

One compound at a time (already shown). Order of screens: hgDAF12 agonist | SMARCA2 activ | hcDAF-12 act | NR1D1 modulator | MBD2 inh | PLCg1 inh | DAX1 inh-1 | ADAM17 inh | PLCb3 inh | DAX1 inh-2 | ssDAF-12 act
Nc1nc(-c2ccco2)nc(N2CCCCC2)n1 across the screens: 2.2 | 0 | -0.3 | 4 | 3 | 5 | 0.6 | -1 | -1 | 0.1 | -1.2
Cc1cc([N+](=O)[O-])c(C)cc1-c1ccc(/C=N/n2cnnc2)o1 across the screens: 3.2 | 1 | -1.3 | -4 | -5 | 1 | -0.3 | -2 | -4 | -1.0 | -1.0
Cn1ccnc1SCC(=O)Nc1nc2c(F)c(F)c(F)cc2s1 across the screens: 0.2 | 4 | -0.1 | 1 | -2 | 2 | -0.2 | 1 | 2 | 0.0 | -1.3
COC(=O)c1cccc(OC[C@@H](O)CN2CCC(C(O)(c3ccccc3)c3ccccc3)CC2)c1 across the screens: -2.4 | 0 | -2.6 | 2 | 2 | 11* | x | 7 | 9 | -0.8 | -0.8

(next part)
Value order – hgDAF12 agonist	SMARCA2 activ	hcDAF-12 act	NR1D1 modulator	MBD2 inh	PLCg1 inh	DAX1 inh-1	ADAM17 inh	PLCb3 inh	DAX1 inh-2	ssDAF-12 act
- C=CCOc1ccccc1CNCc1cccnc1
    2.2	-1	-1.8	3	2	-1	-1.3	1	0	0.2	-0.7
- Cc1ccc(C)c(S(=O)(=O)NCCOC(=O)Nc2sc(=S)n(C)c2C)c1
    -1.3	-2	-1.8	-7	8	-1	-1.6	2	0	0.0	-1.9
- Cc1cccc(C(=O)N2CCN(Cc3ccc4c(c3)OCO4)CC2)c1
    -1.4	-2	-1.0	-2	-6	1	0.6	-5	1	-0.6	-1.1
- CCN(CC)C(=O)C(C)N1c2cccc3cccc(c23)S1(=O)=O (centres undefined)
    -2.6	-2	-1.1	2	-3	-162	0.5	-49	-217	1.0	-1.0

Given as labelled records: 4 of the compounds above
C=CCOc1ccccc1CNCc1cccnc1
  hgDAF12 agonist: 2.2
  SMARCA2 activ: -1
  hcDAF-12 act: -1.8
  NR1D1 modulator: 3
  MBD2 inh: 2
  PLCg1 inh: -1
  DAX1 inh-1: -1.3
  ADAM17 inh: 1
  PLCb3 inh: 0
  DAX1 inh-2: 0.2
  ssDAF-12 act: -0.7

CCN(CC)C(=O)C(C)N1c2cccc3cccc(c23)S1(=O)=O (centres undefined)
  hgDAF12 agonist: -2.6
  SMARCA2 activ: -2
  hcDAF-12 act: -1.1
  NR1D1 modulator: 2
  MBD2 inh: -3
  PLCg1 inh: -162
  DAX1 inh-1: 0.5
  ADAM17 inh: -49
  PLCb3 inh: -217
  DAX1 inh-2: 1.0
  ssDAF-12 act: -1.0

Cc1cccc(C(=O)N2CCN(Cc3ccc4c(c3)OCO4)CC2)c1
  hgDAF12 agonist: -1.4
  SMARCA2 activ: -2
  hcDAF-12 act: -1.0
  NR1D1 modulator: -2
  MBD2 inh: -6
  PLCg1 inh: 1
  DAX1 inh-1: 0.6
  ADAM17 inh: -5
  PLCb3 inh: 1
  DAX1 inh-2: -0.6
  ssDAF-12 act: -1.1

Cc1ccc(C)c(S(=O)(=O)NCCOC(=O)Nc2sc(=S)n(C)c2C)c1
  hgDAF12 agonist: -1.3
  SMARCA2 activ: -2
  hcDAF-12 act: -1.8
  NR1D1 modulator: -7
  MBD2 inh: 8
  PLCg1 inh: -1
  DAX1 inh-1: -1.6
  ADAM17 inh: 2
  PLCb3 inh: 0
  DAX1 inh-2: 0.0
  ssDAF-12 act: -1.9
